Screening results from PubChem.
Cneo AK release – Cryptococcus neoformans lysis via adenylate kinase release; lysis activity, % at 15 µM; actives 0.2% (n = 360,000); C. neoformans lysis, adenylate kinase release luminescence, 4 h; normalised: neutral wells 0, clomiphene wells 100;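 active = mean lysis activity across replicates of at least 80%, whatever share of replicates individually reach that level; inactive = mean lysis activity below 80%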
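Assay system: Cryptococcus neoformans yeast cells / Dosing: single-point compound dose / Timing: 4 h at 37 °C static, read 1 h later / Measured by: luminescence of released adenylate kinase using an AK detection reagent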
miR122 inh – blocks miR-122 activity in Huh7 sensor cells; activation (reporter increase), % at 12.5 µM; actives 0.3% (n = 340,000); Huh7 miR-122 Renilla luciferase sensor, 48 h; neutral wells = 0, positive control = 100;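 active = mean replicate activation score at least 90 and every replicate individually at or above 90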;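 note: higher luciferase means less miR-122 activity so hits act as miR-122 inhibitors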
C2C12 statin – protects C2C12 myotubes from simvastatin toxicity; ATP luminescence, 48 h; scaled: DMSO 0, geranylgeraniol control 100; rescue of ATP level, % at 7.49 µM; actives 0.78% (n = 330,000);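 active = mean ATP rescue above about 67%, or every replicate alone reaching that limit, limit read from the data, passing the limit was not always enough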;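 note: myotubes were challenged with 10 µM simvastatin during compound exposure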
F508del corr – CFTR F508del correction in bronchial cells; CFBE cells, YFP halide quenching; stimulated with forskolin plus potentiator P3; % fluorescence drop versus neutral controls; activity (quench increase), % at 7.58 µM; actives 0.36% (n = 350,000);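 active = mean added fluorescence quench of at least 8% versus neutral control, with both replicates also reaching 8%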;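 note: cells transiently co-express mutant CFTR-F508del with the halide-sensitive YFP; corrector assay measuring rescue of mutant channel to the surface after 24 h compound exposure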
PglD DTNB – blocks C. jejuni PglD acetyltransferase activity. purified PglD enzyme, DTNB colorimetric CoA detection. AID 602405. inhibition, % at 12.5 µM. actives 0.098% (n = 360,000); in the data active = inhibition above about 16%, passing the limit was not always enough; note: strong numbers were not always called active
INS-1E GSIS act – GLuc luminescence reporter in INS-1E cells, primary screen for activators of glucose-dependent secretion of insulin; INS-1E GLuc reporter insulin secretion, 2-3 h; actives 0.61% (n = 370,000); activation, % at 16.6 µM;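 active = lowest replicate activation of at least 40%, so every replicate reaches that level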;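 note: 0% = median of neutral control wells and 100% = median of IBMX positive control wells; some compounds called inactive have numbers as strong as hits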
PGC1a acetyl inh – PGC1a acetylation modulation, inhibitor mode. U2OS PGC1a acetylation, AlphaScreen anti-acetyl-lysine; with virally co-expressed GCN5 acetyltransferase. inhibition, % at 15.6 µM. actives 0.17% (n = 350,000). AID 651687;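 active = every replicate shows inhibition of at least 40%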;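 note: 0% = neutral control wells and 100% = positive control wells; some results beyond the cut were filed as inactive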
FN deposit inh – fibronectin deposition inhibition. inhibition, % at 12.6 µM. actives 0.086% (n = 350,000). AH1F fibroblasts, Alexa488-fibronectin deposition fluorescence, overnight;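 active = mean inhibition across replicates of 30% or more, regardless of how many single replicates reach that level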;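 note: positive control wells lacked labelled fibronectin entirely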
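Material: AH1F fibroblasts assembling fluorescent fibronectin matrix; amount: 10000 AH1F cells/well; medium: DMEM, 2% serum; reagent: Alexa488-fibronectin, 24 nM final in well; dosing: single compound dose, delivered by pin transfer; incubation: 1 h adhesion, overnight exposure; detection: fluorescence after three HBSS washes, excitation 485 nm, emission 525 nm; measure: fibronectin deposition inhibition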
* = called active by the depositor; . = not tested or not shown; & = joins results of further samples; [ ] = dose if it differs, or a comment.

SMILES | Cneo AK release | miR122 inh | C2C12 statin | F508del corr | PglD DTNB | INS-1E GSIS act | PGC1a acetyl inh | FN deposit inh
C[C@H](CO)N1C[C@H](C)[C@H](CN(C)C(=O)CC2CC2)Oc2cc(Br)ccc2S1(=O)=O | -2&1&-6 | -3 | -6 | 4.0&-1.0&0.0 | -6&4&2 | 7&10 | -9&-12&-16 | -10
CC(C)N=C(NC#N)SCc1ccccc1 | 1 | 0 | 1 | . | 3 | . | 1 | 3
COc1ccc(OC)c(S(=O)(=O)N2CCC3(CC2)CC(=O)c2ccccc2O3)c1 | -1 | 0 | 12 | -4.2 | 8 | 1 | -10 | 6
COc1cc(C(=O)Nc2cccnc2)cc(OC)c1OC | 0 | 3 | -2 | 0.0 | 8 | 12 | . | -6
C[C@@H]1CCCCO[C@H](CN(C)S(=O)(=O)c2cccs2)[C@H](C)CN([C@@H](C)CO)C(=O)c2cc(NC(=O)Nc3cccc4ccccc34)ccc2O1 | 1 | -2[16.7 µM] | 14 | 1.1 | -11 | 5 | -7 | .
Cc1ccc(-n2nc3c(=O)n(CC(=O)c4ccc(F)cc4)nc(C)c3c2C)cc1 | -2 | 3 | . | . | -3 | -23 | 3 | .
C[C@H](CO)N1C[C@H](C)[C@H](CN(C)Cc2ccc(C(=O)Nc3ccccc3N)cc2)Oc2ccc(NC(=O)CCN3CCOCC3)cc2C1=O | -1 | -5[16.7 µM] | 44 | -0.5 | 3 | 17 | -5 | -41
NC(=O)CC(NC(=O)c1cccc(Br)c1)c1ccc(NC2CCCCCCCCCCC2)c([N+](=O)[O-])c1 (stereo unspecified) | -1 | . | -4 | 0.4 | 2 | . | . | -5
CCOc1ccc(-c2nnn(CCC(=O)O)n2)cc1OC | 2 | 5 | 0 | . | 5 | . | 4 | 4
CN(C(=O)CSc1nc(-c2ccc(F)cc2)cs1)C1CCS(=O)(=O)C1 (stereo unspecified) | -6 | 4 | -4 | . | -1 | . | 5 | 3
Cc1ccc(Nc2nc3c(s2)CCC3)c(C)c1 | -1 | 1 | -32 | . | 2 | . | 0 | 0
CCCc1ccc(S(=O)(=O)NCc2nnc(SC)n2C)cc1 | 2 | -1 | -3 | -1.1 | -4 | -10 | . | 0
CO[C@@H]1CN(C)C(=O)c2ccc(NC(=O)C3CC3)cc2OC[C@@H](C)N(C(=O)c2ccccn2)C[C@@H]1C | 0 | . | -3 | -2.5 | 3 | -2 | -5 | 15
COc1ccc(CCNC(=O)Cc2cc(OC)c(OC)cc2Br)cc1OC | . | . | . | 1.7 | . | 0 | 7 | 3
CCn1c(SCc2ccccc2)nnc1C1CCN(S(=O)(=O)c2ccc(OC)cc2)CC1 | -2 | -3 | . | . | 1 | . | -11 | 5
COc1ccc(C(=O)/C=C/c2ccc(OC)c(CN3CCOCC3)c2)cc1 | -4 | -1 | . | . | -4 | 3 | 10 | -5
COc1ccc(S(=O)(=O)N2CCOCC2)cc1NC(=O)C1CCCCN1S(=O)(=O)c1ccccc1 (stereo unspecified) | 0 | 18 | -1 | -0.8 | 0 | 5 | 4 | 7
CC(C)(C)OC(=O)C[C@@H]1C/C=C\C[C@@H](CC(=O)N(CCO)Cc2ccccc2)C(=O)NC[C@@H](c2ccccc2)OC1=O | 0 | -3 | 0 | -3.5 | 0 | 3 | 8 | -6
C[C@@H]1CCCCO[C@@H](CN(C)Cc2ccc(C(F)(F)F)cc2)[C@@H](C)CN([C@@H](C)CO)C(=O)c2cc(NS(=O)(=O)c3cn(C)cn3)ccc2O1 | 91* | 26[16.7 µM] | . | -0.8 | -3 | -6 | 3 | .
C=CCNC(=O)c1c(CSc2ccc(Cl)cc2)noc1C(=O)NCc1ccccc1 | 4 | 2 | -8 | 0.0 | -10 | -9 | -5 | 11
CCC(C)[C@H](NC(=O)N1CC(=O)Nc2ccccc21)C(=O)N[C@H](Cc1ccccc1)C(=O)O (stereo partly specified) | 2 | -20 | 6 | -5.4 | -4 | 4 | 6 | .
c1cc(-c2ccc(C3[C@@H]4CN(Cc5nccs5)C[C@H]3N4)cc2)ccn1 (stereo partly specified) | . | . | . | 5.0 | . | 15 | 5 | 15
O=C(COc1ccccc1)Nc1nc(-c2ccncc2)cs1 | 1 | -2 | -2 | 2.4 | -2 | 9 | -4 | .
CCOC(=O)c1[nH]c2ccccc2c1NC(=O)CCN1CC(C)OC(C)C1 (stereo unspecified) | 3 | -2 | 4 | . | 2 | . | 5 | -3
O=C(C1=C[C@@H](c2ccccc2)C[C@@H](OCCCCO)O1)N1CCOCC1 | -2&-1 | -2 | 0 | -3.3&0.8 | -7&4 | 5 | 2 | 4
O=C(Nc1ccc(S(=O)(=O)Nc2nccs2)cc1)c1nn(-c2ccc(F)cc2)ccc1=O | . | 11 | -3 | -2.8 | . | 26 | -1 | -6
CCOC(=O)N1CCC(N2Cc3cccc(C(=O)NCc4ccccc4OC)c3C2=O)CC1 | 1 | 8 | -7 | . | 2 | . | -13 | -5
Cc1ccc(SCCC(=O)N2CCCC2)cc1 | -1 | -3 | 44 | . | 5 | 16 | 0 | .
Cc1cccc(NC2=NC3(CCCCC3)N=C(N)N2)c1 | 0 | 0 | -17 | . | 1 | . | 7 | 5
CCOC(=O)c1cc2c(=O)n3ccccc3nc2n(C(C)C)c1=NC(=O)c1ccncc1 | 4 | 8 | -5 | . | -1 | . | -3 | .

Ten neighbouring records from above:
SMILES | Cneo AK release | miR122 inh | C2C12 statin | F508del corr | PglD DTNB | INS-1E GSIS act | PGC1a acetyl inh | FN deposit inh
CO[C@@H]1CN(C)C(=O)c2ccc(NC(=O)C3CC3)cc2OC[C@@H](C)N(C(=O)c2ccccn2)C[C@@H]1C | 0 | . | -3 | -2.5 | 3 | -2 | -5 | 15
COc1ccc(CCNC(=O)Cc2cc(OC)c(OC)cc2Br)cc1OC | . | . | . | 1.7 | . | 0 | 7 | 3
CCn1c(SCc2ccccc2)nnc1C1CCN(S(=O)(=O)c2ccc(OC)cc2)CC1 | -2 | -3 | . | . | 1 | . | -11 | 5
COc1ccc(C(=O)/C=C/c2ccc(OC)c(CN3CCOCC3)c2)cc1 | -4 | -1 | . | . | -4 | 3 | 10 | -5
COc1ccc(S(=O)(=O)N2CCOCC2)cc1NC(=O)C1CCCCN1S(=O)(=O)c1ccccc1 (stereo unspecified) | 0 | 18 | -1 | -0.8 | 0 | 5 | 4 | 7
CC(C)(C)OC(=O)C[C@@H]1C/C=C\C[C@@H](CC(=O)N(CCO)Cc2ccccc2)C(=O)NC[C@@H](c2ccccc2)OC1=O | 0 | -3 | 0 | -3.5 | 0 | 3 | 8 | -6
C[C@@H]1CCCCO[C@@H](CN(C)Cc2ccc(C(F)(F)F)cc2)[C@@H](C)CN([C@@H](C)CO)C(=O)c2cc(NS(=O)(=O)c3cn(C)cn3)ccc2O1 | 91* | 26[16.7 µM] | . | -0.8 | -3 | -6 | 3 | .
C=CCNC(=O)c1c(CSc2ccc(Cl)cc2)noc1C(=O)NCc1ccccc1 | 4 | 2 | -8 | 0.0 | -10 | -9 | -5 | 11
CCC(C)[C@H](NC(=O)N1CC(=O)Nc2ccccc21)C(=O)N[C@H](Cc1ccccc1)C(=O)O (stereo partly specified) | 2 | -20 | 6 | -5.4 | -4 | 4 | 6 | .
c1cc(-c2ccc(C3[C@@H]4CN(Cc5nccs5)C[C@H]3N4)cc2)ccn1 (stereo partly specified) | . | . | . | 5.0 | . | 15 | 5 | 15

Continuation:
SMILES | Cneo AK release | miR122 inh | C2C12 statin | F508del corr | PglD DTNB | INS-1E GSIS act | PGC1a acetyl inh | FN deposit inh
O=S1(=O)CCOC[C@H](c2ccccc2)N1Cc1cccc(F)c1 | 0 | 5 | 1 | -1.9 | 6 | . | . | -52
CO[C@H]1CN(C)C(=O)c2cc(NC(=O)C3CCOCC3)ccc2OC[C@@H](C)NC[C@@H]1C | -5 | 5[16.7 µM] | 4 | -0.1 | 0 | -11 | -6 | -20
CCS(=O)(=O)Nc1ccc2c(c1)C(=O)N(C)[C@H]1CC[C@@H](CC(=O)N3CCCCC3)O[C@@H]1CO2 | 39 | -2[16.7 µM] | 20 | -0.2 | 1 | -10 | 6 | -4
Cc1ccc(S(=O)(=O)NN2C(=O)/C(=C/c3cccs3)SC2=S)cc1 | -4 | -5 | 1 | 2.5 | -10 | 4 | -1 | 0
CC(C(=O)Nc1ccc(OCc2ccccc2)cc1)N1CCCC1 (stereo unspecified) | 0 | 0 | -6 | -2.9 | -3 | -21 | . | .
O=C(Nc1cccc(Cl)c1)c1ccc2c(=O)n3c(nc2c1)CCCCC3 | -2 | -2 | . | . | 7 | . | -10 | .
COc1ccc(C(=O)Nc2cc3c(cc2OC)CCCC3)cc1Br | -1 | 5 | -22 | . | 3 | . | -32 | .
COc1ccccc1NC(=O)Nc1ccc2c(c1)OC[C@@H](C)N(Cc1ccccc1C(=O)O)C[C@@H](C)[C@H](OC)CN(C)C2=O | -2 | . | 0 | -1.3 | 1 | -4 | 9 | -11
O=C(C[C@H]1CC[C@H](NS(=O)(=O)c2cccc(F)c2)[C@@H](CO)O1)NCc1ccc2c(c1)OCO2 | 23 | . | 13 | -1.5 | -1 | -5 | -1 | 11
COc1ccc(N2CCN(c3cc(=O)n(Cc4ccc(F)cc4)c(=O)[nH]3)CC2)cc1 | -1 | -6 | 5 | -0.7 | -3 | . | 7 | 3
O=C(CN1CCOCC1)N1CCCCN2[C@H](C1)[C@@H](c1ccc(C#Cc3ccccc3F)cc1)[C@@H]2CO | 5 | 7[16.7 µM] | -16 | 2.0 | -8 | -12 | -7 | .
CCCn1c(SCC(=O)NC2CCCCC2)nnc1-c1ccncc1 | 1 | 1 | -3 | . | 4 | . | 2 | -8
CN(C)c1ccc(/C=N/NC(N)=S)cc1[N+](=O)[O-] | . | -6 | -4 | 0.6 | . | 1 | 3 | 28
COC(=O)c1[nH]c2ccccc2c1NC(=O)C(C)N1CCOCC1 (stereo unspecified) | 1 | 12 | . | 1.4 | 2 | 0 | -4 | 7
COc1ccc(OC)c(-c2nnc(SCC(=O)N3CCOCC3)o2)c1 | -1 | -5 | . | . | -2 | . | 6 | .
COC1=CC(=O)OC(c2ccco2)C1 (stereo unspecified) | . | -3 | 0 | -2.6 | . | 13 | . | 4
Cc1ccc(NCc2nnc(SCC(=O)Nc3cccc(O)c3)n2CC2CCCO2)c(C)c1 (stereo unspecified) | -3 | -2 | 3 | . | -3 | -1 | -5 | 5
C#CCNC(=O)C1=C[C@@H](c2ccc(C#C)cc2)C[C@@H](OCCCCO)O1 | 0 | 1 | 10 | -2.1 | 3 | 12 | -2 | -2
COc1ccc(NC(=O)N(C)C[C@@H]2OCCCC[C@@H](C)Oc3ccc(NC(=O)C4CCCCC4)cc3C(=O)N([C@H](C)CO)C[C@H]2C)cc1 | -3 | 4[16.7 µM] | . | 0.2 | 1 | -13 | 14 | .
CC(C)N(Cc1cn(C)nc1-c1cccc(Cl)c1)Cc1nccn1C | 1 | -9 | -19 | -2.2 | -2 | -7 | -7 | .
Cc1cc(C(=O)O)ccc1N=Cc1c(O)ccc2ccccc12 | -1 | 4 | 13 | 0.4 | -9 | 10 | 5 | 2
COc1cccc(NC(=O)c2cc(CN3C(=O)c4ccccc4C3=O)ccc2OC)c1 | -1 | 1 | . | 3.0 | 2 | . | 0 | 5
